HCV core dimer: HCV core protein dimerization inhibition; inhibition, % at 5 µM; 0.33% of 300,000 active; TR-FRET GST/Flag-core106 dimerization, 1536-well;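 active = inhibition above the mean of all tested compounds plus 3 SD, set per screening campaign, cut at about 45% in these data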
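Material: GST/Flag-tagged HCV core106 proteins. Incubation: 4 h, 22.5 °C incubation. Read-out basis: inhibition (%) from 671 over 617 nm ratio. Measured by: TR-FRET, excitation 340 nm, emission 617 and 671 nm.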
PAFAH2 FP inh: inhibitors of human PAFAH2. Q99487. recombinant PAFAH2, FP-rhodamine activity probe, fluorescence polarization. inhibition, % at 3.39 µM. 0.99% of 340,000 active. AID 492956;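 active = inhibition above the mean over all tested compounds plus 3 SD, cut at about 30% in these data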;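 also: inhibitors block probe labeling of enzyme so polarization drops; 0% = enzyme with DMSO and 100% = wells lacking PAFAH2 protein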
PP5 primary: blocks human protein phosphatase 5 activity | P53041 | purified PP5c, OMFP substrate fluorescence | inhibition, % at 6.7 µM | AID 1987 | 0.18% of 320,000 active;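 active = inhibition above the campaign's mean inhibition across all tested compounds plus 3 SD, cut at about 9.5% in these data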;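 also: 0% = DMSO only and 100% = 100 µM cantharidin control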
AHR activator: activators of human aryl hydrocarbon receptor. AID 2796. activation, % at 5 µM. 2.5% of 320,000 active. P35869. AHR-responsive luciferase reporter cells, luminescence; in the data active = activation above about 47%;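 also: 0% = vehicle wells and 100% = reference agonist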
CTSL1 counter: cathepsin L1 inhibition, PFM18AAP counter-screen | AID 1906 | recombinant F. hepatica cathepsin L1, Z-Leu-Arg-MCA fluorescence | 0.49% of 300,000 active | inhibition, % at 5.96 µM;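 active = inhibition above the mean of all tested compounds plus 3 SD, set per screening campaign, cut at about 17% in these data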;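 also: 0% = plate median of test compound wells and 100% = 1 µM Z-Phe-Ala-diazomethylketone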
TPT1 inhibitor: inhibitors of Candida albicans tRNA 2'-phosphotransferase TPT1. inhibition, % at 5 µM. recombinant caTPT1, FP RNA substrate dephosphorylation. 0.81% of 300,000 active;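 active = inhibition above the mean of all tested compounds plus 3 SD, set per screening campaign, cut at about 24% in these data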;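 also: plate controls were DMSO alone for no effect and ferristatin control at 100 nM for full effect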
procasp7 counter: counter-screen: procaspase-7 (human) activation; P55210; recombinant procaspase-7, Ac-DEVD-pNA absorbance 405 nm; D23A/D198A/D206A triple mutant, cannot self-cleave; scale: DMSO 0, 5 µM enzyme 100; activation, % at 8.5 µM; 0.093% of 330,000 active; AID 463210;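 active = percent activation above the screen-wide mean plus 3 SD, cut at about 25% in these data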
Target sequence (P55210 whole entry D23A/D198A/D206A): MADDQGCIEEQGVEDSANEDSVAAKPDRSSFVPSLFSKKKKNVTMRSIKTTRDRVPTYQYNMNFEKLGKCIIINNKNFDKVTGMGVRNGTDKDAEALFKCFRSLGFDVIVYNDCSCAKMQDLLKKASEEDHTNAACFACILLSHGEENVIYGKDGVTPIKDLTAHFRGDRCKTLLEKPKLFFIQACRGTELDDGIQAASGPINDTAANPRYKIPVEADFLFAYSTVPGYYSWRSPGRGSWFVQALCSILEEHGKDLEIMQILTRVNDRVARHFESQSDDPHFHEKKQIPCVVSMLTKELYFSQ
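signal = Epi-absorbance of released pNA at 405 nm, two timepoints | assay system = Uncleavable procaspase-7 mutant enzyme | reagent = Ac-DEVD-pNA substrate, 400 µM as added | times = 1 h enzyme–compound preincubation and 2 h substrate reaction, both 25 °C | benchmarks = low DMSO alone, high DMSO plus 5 µM PC-7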
PP1 inh: counter-screen for PP5 inhibitors: inhibitors of human PP1-alpha; AID 2235; inhibition, % at 6.7 µM; purified PP1alpha, OMFP fluorescence; 0.9% of 320,000 active;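 active = inhibition above the mean inhibition of all tested compounds plus 3 SD, computed separately for each screening campaign, cut at about 15% in these data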
Target sequence (P62136 whole entry, looked up): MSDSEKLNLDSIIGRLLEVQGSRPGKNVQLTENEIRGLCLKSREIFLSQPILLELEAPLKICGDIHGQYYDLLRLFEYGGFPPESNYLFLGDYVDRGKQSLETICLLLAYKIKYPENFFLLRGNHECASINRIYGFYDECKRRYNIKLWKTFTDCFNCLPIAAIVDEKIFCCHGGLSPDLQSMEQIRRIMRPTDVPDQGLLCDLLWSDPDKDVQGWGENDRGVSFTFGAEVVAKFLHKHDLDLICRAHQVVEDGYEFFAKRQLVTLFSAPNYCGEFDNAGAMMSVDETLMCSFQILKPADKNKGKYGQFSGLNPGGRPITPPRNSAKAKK
procasp3 activ: activates human procaspase-3; P42574; recombinant procaspase-3 D3A, Ac-DEVD-pNA absorbance 405 nm; activation, % at 8.5 µM; 0.11% of 330,000 active; AID 463141;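 active = activation above the mean of all tested compounds plus 3 SD, cut at about 21% in these data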;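 also: 0% = DMSO alone and 100% = DMSO wells spiked with extra 5 µM PC-3 D3A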
Target sequence (P42574 whole entry D9A/D28A/D175A): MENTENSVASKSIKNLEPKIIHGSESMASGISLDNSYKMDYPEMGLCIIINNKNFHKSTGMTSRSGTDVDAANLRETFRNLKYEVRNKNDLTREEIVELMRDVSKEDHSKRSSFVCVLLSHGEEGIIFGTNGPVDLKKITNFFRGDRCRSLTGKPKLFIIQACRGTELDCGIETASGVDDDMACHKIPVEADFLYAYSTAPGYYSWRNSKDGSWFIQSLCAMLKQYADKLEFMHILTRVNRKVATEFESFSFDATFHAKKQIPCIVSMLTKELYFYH
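Assay system: Autoprocessing-dead procaspase-3 D3A mutant enzyme; also added: Ac-DEVD-pNA; doses: one concentration, 8.5 µM nominal, 0.8% DMSO; times: 1 h compound preincubation, 2 h substrate hydrolysis at 25 °C; technique: 405 nm absorbance of p-nitroaniline, reads at 0 and 120 min; measure: % activation between DMSO and enzyme-spiked controls; repeats: single replicate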
An asterisk follows results filed as active; / = no result given. No enrichment for hits; about 5.6% have a hit in one of these screens.

SMILES | HCV core dimer | PAFAH2 FP inh | PP5 primary | AHR activator | CTSL1 counter | TPT1 inhibitor | procasp7 counter | PP1 inh | procasp3 activ
COc1ccc(-c2nnn(CC(=O)N(Cc3cccs3)C(C)C(=O)NC3CCCC3)n2)cc1OC (stereo not drawn) | 5.3 | -2.0 | -0.5 | 1.4 | 2.4 | 1.8 | 7.0 | -1.6 | -7.0
NC(=O)CC(NC(=O)c1ccccc1)c1ccc(NCCN2CCOCC2)c([N+](=O)[O-])c1 (stereo not drawn) | 1.2 | 7.7 | 1.3 | -1.2 | -3.6 | -2.9 | -10.8 | 2.9 | 7.1
CC(=O)Nc1ccc2c(c1)CCC2=O | -2.9 | -3.3 | 3.8 | -0.8 | -0.1 | 1.3 | 5.4 | 1.3 | -1.7
Cn1ccnc1C(OC(=O)c1ccccc1)C(F)(F)F (stereo not drawn) | 0.8 | -0.3 | 1.8 | 1.2 | 0.2 | 1.4 | 2.5 | 0.5 | -3.0
Cc1cc(NC(=O)CSc2nnc(-c3ccccc3)n2C)no1 | -5.6 | -2.3 | -0.5 | 1.8 | -0.9 | -3.0 | 3.8 | -2.8 | -2.1
Cc1cc(C)n(CC(=O)n2c3ccccc3c3ccccc32)n1 | 8.8 | 3.8 | 1.6 | 3.2 | -2.6 | -1.6 | -7.4 | -0.8 | 5.0
CC(C(=O)Nc1ccc(Cl)cc1Cl)N1C(=O)NC2(CCCC2)C1=O (stereo not drawn) | -11.8 | -6.3 | -0.4 | 2.2 | 8.5 | -3.1 | 0.8 | -3.0 | -9.5
O=C(Cc1c(C(=O)O)[nH]c2ccccc12)Nc1ccc2c(c1)OCO2 | -3.9 | 2.5 | 0.4 | 6.0 | -1.9 | 0.5 | -3.5 | -1.1 | 15.6
NCC(c1ccccc1)(c1ccccc1)c1ccccc1 | -1.9 | -4.8 | -1.1 | 0.6 | 0.6 | 2.7 | 3.8 | 3.5 | 3.4
O=C(CN1C(=O)NC2(CCOc3ccccc32)C1=O)c1ccc(Br)cc1 (stereo not drawn) | 0.5 | -7.2 | -1.1 | 7.9 | -1.4 | -2.4 | -0.5 | 0.2 | -10.4
COCC1CCCCN1Cc1cn(-c2ccccc2)nc1-c1ccc2c(c1)OCO2 (stereo not drawn) | -2.3 | 1.6 | 0.0 | 21.2 | -1.1 | 3.8 | 8.1 | 0.6 | 6.2
O=C(Cc1ccc(O)cc1)N/N=C/c1cccs1 | -2.4 | -7.1 | -1.6 | 4.4 | -1.3 | 1.1 | -1.9 | 0.5 | 12.3
CC(NC(=O)CCSCc1ccccc1F)c1ccccc1 (stereo not drawn) | -14.2 | -5.0 | 0.9 | 7.5 | 1.7 | -3.0 | -7.0 | -0.6 | -6.7
CCn1c(CCCc2ccc(OC)c(C)c2)n[nH]c1=S | -0.6 | 7.1 | 1.8 | -0.2 | 2.3 | -1.7 | -4.7 | -2.6 | -10.2
COc1ccc(OC)c(C(=O)c2ccc(C(=O)Nc3ccccc3)cc2)c1 | 0.9 | -3.8 | 3.1 | -1.7 | 0.1 | 3.8 | 10.8 | -2.9 | -3.4
CC12CCC(=O)N1C(C(=O)Nc1cccc(F)c1)CS2 (stereo not drawn) | -3.2 | 4.3 | 0.6 | -1.1 | -1.0 | 0.3 | -3.9 | -0.4 | -3.6
O=C(CNC(=S)NC(=O)c1ccco1)c1ccccc1 | 0.1 | -7.7 | -0.8 | -0.1 | -1.3 | 3.6 | -5.5 | 4.0 | -12.1
CCn1c(C)csc1=NC(=O)c1ccccc1O | 0.1 | -7.8 | 1.5 | 93.4* | -0.1 | 0.9 | -7.6 | -2.2 | -0.5
CCCCN(CC(O)COc1cccc(C)c1)CC(O)COc1cccc(C)c1 (stereo not drawn) | -2.1 | -3.4 | 4.0 | 2.1 | 3.9 | 1.8 | 8.2 | 4.8 | 3.6
COc1cccc(/C=C2/NC(=O)N(CC(=O)Nc3ccc(C)cc3)C2=O)c1OCc1cccc(C(=O)O)c1 | 11.0 | 0.6 | 0.5 | 3.0 | 5.2 | -3.9 | -6.8 | -2.4 | 1.9
Cc1ccc(C(=O)NNC(=O)c2ccncc2)cc1[N+](=O)[O-] | / | 1.9 | -0.9 | 0.5 | / | / | 9.3 | -2.4 | 0.6
CCN(CC(=O)Nc1c(F)cccc1F)C(=O)CN1C(=O)NC2(CCCC2)C1=O | -0.6 | -0.7 | 1.3 | -2.2 | -0.8 | 0.3 | -0.5 | -4.1 | 7.4
O=C(NCCc1ccccc1)c1ccc(-c2ccc(F)cc2)o1 | 4.3 | 0.0 | 2.7 | 12.5 | 0.4 | -1.8 | -1.6 | 0.1 | 0.1
O=c1cc(-c2ccco2)nc(SCc2cccc(Cl)c2)[nH]1 | 4.3 | 32.1* | 1.8 | 20.0 | 2.1 | 4.8 | -6.9 | 17.8* | -8.9
COC(=O)c1sc2nc(CN3CCN(c4ccc(OC)cc4)CC3)[nH]c(=O)c2c1C | -4.0 | -1.9 | 1.8 | 1.6 | -0.6 | 5.9 | -4.6 | -2.2 | -8.8
O=C1C2C3CC(C(Br)C3Br)C2C(=O)N1c1ccccn1 (stereo not drawn) | 4.6 | -3.6 | 1.3 | -5.8 | -2.8 | -2.3 | 2.2 | -2.7 | 0.8
C[C@H](NC(=O)c1ccccc1Cl)C(=O)NCCc1ccc(S(N)(=O)=O)cc1 | -1.9 | 0.6 | -1.0 | -0.8 | 2.4 | -1.1 | 1.6 | -0.9 | 17.2
Cc1ccc(C(=O)CSc2nnc(-c3ccccc3)o2)cc1 | -3.1 | 1.8 | 0.5 | -0.4 | -1.3 | 0.1 | -0.8 | -0.5 | 7.8
O=c1cc(CSc2ccc(Cl)cc2)nc(-c2ccccc2)[nH]1 | 7.4 | / | 1.4 | 0.1 | 1.5 | -3.1 | 11.1 | 4.2 | -5.2
CCCCCC(N)=O | / | -0.9 | 1.9 | -0.6 | / | / | 11.1 | -0.1 | 5.7
COc1ccc2nc(NC(=O)Cn3cnc4c(=O)n(C)c(=O)n(C)c43)sc2c1 | 3.6 | 4.9 | 0.4 | 14.1 | -2.7 | -2.2 | -7.0 | -7.6 | 5.1
O=C(NCCNC(=O)c1ccc(Cl)cc1Cl)c1cnccn1 | -3.7 | -5.3 | -1.6 | 1.8 | 0.9 | 0.2 | -6.9 | -4.4 | -3.3
O=C(NCc1ccccc1)C1=C[C@H](C2CCCCC2)C[C@H](OCc2ccc(CO)cc2)O1 | 8.5 | -6.5 | 2.8 | 1.2 | 2.5 | 1.1 | -3.1 | 0.5 | 3.6
CC(=O)Nc1ccc(NC(=O)COC(=O)/C(=C/c2ccccc2)n2nnnc2C)cc1 | 1.3 | -8.1 | 1.5 | -0.2 | -1.9 | -1.6 | 5.6 | -1.6 | 1.0
O=C(CC1C(=O)NCCN1Cc1c(F)cccc1Cl)NC1CCCC1 (stereo not drawn) | -1.1 | 3.8 | 1.2 | -0.3 | 2.0 | 2.6 | 16.6 | -2.6 | 0.7
CCn1c(=S)sc2c(=O)n(CC(=O)Nc3cccc(Br)c3)c(C)nc21 | 7.5 | -4.7 | 3.4 | 2.5 | 0.9 | -0.3 | -3.4 | 5.6 | -1.7
Cn1c(Cc2csc(N)n2)nnc1SCC(=O)NC1CCCCC1 | -10.0 | 1.9 | 1.2 | 4.7 | 0.2 | -4.4 | 6.8 | -1.5 | 1.3
CC(CCc1ccccc1)NC(=O)CNC(=O)COc1ccccc1 (stereo not drawn) | -1.9 | -3.1 | 1.7 | 0.7 | 1.2 | -0.4 | 0.2 | 1.1 | 13.8
O=C1OC[C@@H]2CCCN2C(=O)[C@@H](CC(=O)N(CCO)Cc2ccccc2)C/C=C\CC[C@H]1Cc1ccc(F)cc1 | / | 4.4 | / | -1.3 | / | / | 6.1 | / | -1.8
CCCCn1c(=O)nc2n(-c3ccc(C)cc3)c3ccccc3cc-2c1=O | 9.7 | -5.2 | 2.9 | -0.5 | 0.1 | 5.8 | -3.1 | 0.4 | -2.1
CCN1CCN(CCCNC(=O)CNC(=O)c2nn(-c3ccc(OC)cc3OC)c(=O)c3ccccc23)CC1 | -0.6 | -3.1 | 0.4 | 0.3 | 1.0 | 4.6 | -8.2 | -1.5 | -2.6
COCCCNc1ncnc2sc3c(c12)CCC(C)C3 (stereo not drawn) | 6.7 | -0.1 | 1.2 | 5.7 | -2.1 | 0.1 | -2.9 | -2.4 | 7.2
CCCc1cc2c(cc1NC(=O)c1ccc(C)cc1)OCO2 | 4.0 | 4.9 | 0.1 | 35.1 | -6.3 | 0.5 | -1.7 | 4.1 | -3.0
Cc1c(C(=O)NCCSc2ccc(Cl)cc2)cccc1[N+](=O)[O-] | -1.3 | 3.5 | 0.8 | 0.0 | -2.0 | 1.9 | -0.1 | 0.3 | -2.1
Cc1ccccc1-c1nc(-c2ccc(NC(=O)c3ccc(Br)o3)cc2)no1 | 0.5 | -25.4 | 1.2 | 20.9 | 0.1 | -4.6 | -1.3 | -4.1 | 3.5
CCOC(=O)c1sc(N2C(=O)C(O)=C(C(=O)c3ccco3)C2c2ccc([N+](=O)[O-])cc2)nc1C (stereo not drawn) | -3.3 | 7.5 | 4.8 | -3.2 | 0.0 | -2.2 | -20.4 | 41.1* | -6.3
O=C(O)CN1CCN(Cc2ccccc2Cl)C1=O | 5.4 | -8.8 | 3.1 | -2.6 | -2.6 | -0.3 | 6.3 | -6.6 | 0.8
CC1=C(C)CC(C(=O)Nc2nccs2)C(C(=O)O)C1 (stereo not drawn) | -3.3 | -3.4 | 0.0 | -0.8 | -4.6 | -1.0 | 5.2 | -4.1 | 12.5
Cc1ccc(C2C3=C(CCCC3=O)Nc3nc(SCC(=O)NCc4ccco4)[nH]c(=O)c32)cc1 (stereo not drawn) | 4.7 | -2.7 | 2.4 | 5.5 | 7.7 | 0.2 | -10.3 | -0.9 | -6.1
CN1CCc2c(sc(NC(=O)Cc3ccccc3)c2C(N)=O)C1 | 16.6 | -4.7 | 0.1 | 11.5 | 2.0 | 0.7 | 13.7 | 1.2 | -2.0
COc1ccc(C)cc1S(=O)(=O)N1CCC(C)CC1 | -3.5 | 3.8 | 3.4 | -2.5 | -0.6 | 2.6 | -0.2 | 2.1 | -3.5
CC(=O)C1=C(C)Nc2ncnn2C1c1ccc(O)cc1 (stereo not drawn) | -8.1 | 3.2 | -0.6 | 1.4 | -2.4 | -0.7 | -1.6 | 1.2 | -13.1
Cc1nc(NC(=O)C2CC2)sc1C(=O)Nc1ccc(Br)cc1 | 5.8 | -2.0 | -0.5 | 102.7* | -8.1 | -3.0 | 1.2 | -3.5 | -4.0
CC(C)C(OC(=O)c1cccc(S(=O)(=O)NCC(F)(F)F)c1)C(=O)NC(N)=O (stereo not drawn) | -1.2 | -8.1 | -0.8 | 1.1 | -13.7 | 0.7 | 2.3 | -0.8 | 5.0
COc1ccc(NC(=O)c2cc3c(=O)n(C)c4ccccc4c3n2C)cc1Cl | 2.3 | -1.0 | -2.5 | -1.9 | -1.5 | -2.4 | -0.1 | 0.1 | 3.9
